Vif-APOBEC3G blk = Vif-A3G binding inhibition; Q9HC16; HeLa A3G-eYFP + Vif (tagged APOBEC3G with the HIV-1 protein that degrades it), YFP fluorescence, overnight; Potency, µM (series often up to 46.1 µM), for inactives: top-dose activity, negative = active, usual class: inhibitors; 410,000 compounds, 0.076% hits;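 note: potency is the fitted concentration of half-maximal effect; % is set by controls: 0 for no effect and ±100 for the full control effect; nearly all actives have a fitted effect of over 60% in size; hits raise eYFP signal because A3G escapes Vif-driven loss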
Target sequence (Q9HC16 whole entry, looked up): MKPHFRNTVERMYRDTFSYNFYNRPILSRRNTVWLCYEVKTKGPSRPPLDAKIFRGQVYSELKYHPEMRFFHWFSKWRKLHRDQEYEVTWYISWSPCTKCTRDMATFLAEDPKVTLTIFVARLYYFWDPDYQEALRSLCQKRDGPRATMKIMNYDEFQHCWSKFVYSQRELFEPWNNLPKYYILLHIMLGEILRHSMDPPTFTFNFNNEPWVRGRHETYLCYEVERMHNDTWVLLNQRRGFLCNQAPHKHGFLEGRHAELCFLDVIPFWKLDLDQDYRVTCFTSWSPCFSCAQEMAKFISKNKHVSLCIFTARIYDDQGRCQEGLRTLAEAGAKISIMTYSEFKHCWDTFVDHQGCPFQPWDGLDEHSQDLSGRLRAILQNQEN
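Read-out is eYFP fluorescence (Ex 488/Em 500-530) from Vif-expressing HeLa A3G-eYFP cells; more signal means A3G escaped Vif-mediated degradation. Cells plated overnight, compound pinned in, incubated overnight at 37 deg C.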
ERG-DNA inh = blocks human ERG Ets domain binding to DNA; AID 624246; P11308; Potency, µM (series often up to 76.9 µM), without a hit: at the top dose FP activity, negative = inhibition, actives largely listed as inhibitors; fluorescence polarization, His-ERG Ets domain / labelled DNA; 370,000 compounds, 0.028% hits; active = well fitted inhibition curve with a large enough effect in the polarisation, with a control signal flat; inconclusive = small, poorly fitted or top-dose-only effect, or effect the other way, or a change in a side signal; inactive = no such curve, though single readings can be large or run the other way; the % refers to the polarisation;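 note: polarization taken with two DNA probes labelled with fluorescein and Texas red; potency is the fitted concentration of half-maximal effect; % of control where 0% means no effect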
Target sequence (P11308 whole entry, looked up, the tested form may be a part): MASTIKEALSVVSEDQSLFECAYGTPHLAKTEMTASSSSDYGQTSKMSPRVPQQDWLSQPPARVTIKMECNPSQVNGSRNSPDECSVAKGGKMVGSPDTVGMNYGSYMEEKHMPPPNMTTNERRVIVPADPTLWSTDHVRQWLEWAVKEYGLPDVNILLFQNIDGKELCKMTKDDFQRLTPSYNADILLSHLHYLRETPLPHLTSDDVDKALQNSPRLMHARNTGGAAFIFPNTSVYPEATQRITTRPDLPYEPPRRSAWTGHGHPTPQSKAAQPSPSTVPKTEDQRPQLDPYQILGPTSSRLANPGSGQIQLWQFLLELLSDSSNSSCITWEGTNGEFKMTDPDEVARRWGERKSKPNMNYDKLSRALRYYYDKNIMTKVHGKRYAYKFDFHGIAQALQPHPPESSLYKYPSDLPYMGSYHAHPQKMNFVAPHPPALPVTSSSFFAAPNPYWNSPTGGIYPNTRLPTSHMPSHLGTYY
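His-tagged ERG Ets domain (1 uM in the protein solution; 300mM KCl, 50mM Tris-HCl, 1mM EDTA, 1mM DTT, pH 7.5) received compound, then a probe mix of 5 nM fluorescein-DNA and 100nM Texas-615-DNA. Fluorescence polarization was read for both dyes.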
D2 antag = antagonizes the human D2 dopamine receptor; P14416; HEK293 TREx D2 cells, calcium flux, dopamine EC80; inhibition, % at 10 µM; 340,000 compounds, 2% hits; in the data active = inhibition above about 30%; note: 0% is about no effect
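Measurement of antagonist activity uses fluorescent calcium dye in inducible HEK293 T-REx D2 cells: 10 s baseline, compound addition with 180 s read, EC80 dopamine addition with a further 180 s read.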
ALOX12 inh = ALOX12 (human) lipoxygenase inhibition | P18054 | purified 12hLO, xylenol orange hydroperoxide absorbance | Potency, µM (doses to about 108 µM), for the others: at the highest dose activity change, negative = inhibition, most hits filed as inhibitors | 580,000 compounds, 1.1% hits; note: potency is the fitted concentration of half-maximal effect; % is set by controls: 0 for no effect and ±100 for the full control effect
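Hydroperoxide product was detected by ferrous iron/xylenol orange as the 573 to 405 nm absorbance ratio. Arachidonic acid at 40 uM (final) was turned over for 30 min at room temperature by 150 nM human 12hLO, pH 7.0 Hepes buffer, after 15 min compound preincubation.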
Vif-A3F inh = Vif-A3F binding inhibition; AID 602313; 390,000 compounds, 0.2% hits; Potency, µM (top dose mostly 46.1 µM), without a hit: at the highest dose activity, negative = active; HeLa A3F-eYFP + Vif (tagged APOBEC3F with the HIV-1 protein that degrades it), YFP fluorescence increase; note: potency is the fitted concentration of half-maximal effect; % of control where 0% means no effect; nearly all actives have a fitted effect of over 65% in size
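HeLa cells stably expressing Vif plus C-terminally eYFP-tagged A3F were seeded, incubated overnight at 37 deg C, dosed with compound, incubated overnight again at 37 deg C. Yellow fluorescence (Ex 488/Em 500-530) reported blocked Vif-mediated A3F-eYFP degradation.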
RGS4 inh = inhibitors of human regulator of G protein signaling 4; Transcreener GDP fluorescence polarization, RGS4-accelerated GTP hydrolysis; P49798; 390,000 compounds, 0.039% hits; Potency, µM (highest dose often 114 µM), without a hit: at the highest dose activity change, negative = inhibition, actives largely listed as inhibitors; AID 504845; note: potency is the fitted concentration of half-maximal effect; % is set by controls: 0 for no effect and ±100 for the full control effect; nearly all actives have a fitted effect of over 75% in size; some results filed as inactive show a strong effect at the top dose
Target sequence (P49798 whole entry, looked up): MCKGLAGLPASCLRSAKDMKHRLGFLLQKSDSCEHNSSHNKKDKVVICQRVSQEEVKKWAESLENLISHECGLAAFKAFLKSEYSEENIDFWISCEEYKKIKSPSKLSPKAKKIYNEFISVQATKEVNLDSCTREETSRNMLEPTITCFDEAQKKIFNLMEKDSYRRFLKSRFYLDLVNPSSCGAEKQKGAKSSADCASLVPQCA
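MLSMR compounds (23 nl, pin-transferred) preincubated 10 min at room temperature with a 500nM (2x) first reagent, then RGS4 at 900nM (2x) plus Transcreener GDP mix added; fluorescence polarization (620/688 nm) read before and after 90 min at 30 °C.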
D2 agonist = agonists of human D2 dopamine receptor. HEK293 T-REx D2 cells, calcium flux agonist mode. activation, % at 2 µM. 340,000 compounds, 0.53% hits. P14416;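 active = activation over 3 SD above normal in the single-dose calcium agonist read, cut at about 30% in these data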; note: 0% is about no effect
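HEK293 Trex D2 cells, tetracycline-induced, o/n 30 C 5% CO2; no-wash Ca dye, RT 30–90 min; 10-cycle baseline, 23 nl cpd added, kinetic Ca read 180 s; agonist hits = positive Ca response.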
LDHA inh = inhibitors of human lactate dehydrogenase A; purified LDHA, NADH/diaphorase-resazurin fluorescence; stronger effect = lower value; activity change, % (values are at about 110 or 230 µM); 480,000 compounds, 0.15% hits; AID 1347041; in the data active = activity change below about -30%; inconclusive = mostly about -25% to -30%;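 note: plate controls were DMSO wells for no effect and wells without enzyme for full effect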
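Human LDH5 (2 nM) was incubated with 0.06 mM NADH and 0.2 mM pyruvate for 5 min at room temperature in Tris pH 7.4. Remaining NADH was coupled through diaphorase/resazurin, and resorufin fluorescence was read at 0 and 20 min.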
Glioma ERSR ind = inducers of ER stress response in human glioma cells; U87-MG GRP78 promoter luciferase reporter, 16 h; Potency, µM, for inactives: top-dose activation, hits mostly activators; 420,000 compounds, 0.02% hits; note: potency is the fitted concentration of half-maximal effect; series mostly up to about 76 µM; % of control where 0% means no effect; nearly all actives have a fitted effect of over 35% in size
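Stably transfected U87-MG glioma cells carrying a GRP78-based luciferase sensor; 16 h compound incubation. Luminescence end-point read 10 min after Bright-Glo addition at room temperature.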
Active calls of the source: *; ? = inconclusive; · = no result given; & = joins results of further samples; [ ] = remark or other dose. Unless noted, calls come from the whole dose curve; as a rule, active = well fitted curve in the direction sought with a large enough effect; inconclusive = small, poorly fitted or top-dose-only effect, or another doubt; inactive = no such curve, though single readings can be large; an effect the other way counts as inactive or inconclusive. An excerpt; rates above refer to the full screens.

Values in the order: Vif-APOBEC3G blk | ERG-DNA inh | D2 antag | ALOX12 inh | Vif-A3F inh | RGS4 inh | D2 agonist | LDHA inh | Glioma ERSR ind
1: COc1ccc(NC(=S)NC23CN4CN(CN(C4)C2)C3)c(OC)c1
  0% | 6% | 1 | -3% | -4% | -45% | -0.5 | 8 | -10%
2: Cc1ccc(C(=O)N/C(=C\c2sccc2C)C(=O)NCc2ccco2)cc1
  -7% | -11% | -3 | 6% | -4% | -2% | 0.3 | -4 | 0%
3: O=C(c1c[nH]c(C(=O)C(Cl)(Cl)Cl)c1)c1ccc(F)cc1F
  -9% | 0% | -8 | ? | -9% | 27% | -2.5 | -16 | -2%
4: COCCNC(=O)COc1ccc(C)cc1C
  2% | 2% | -19 | 0% | 0% | -3% | -0.2 | -3 | 0%
5: CCOC(=O)Cc1csc(SCC(=O)Nc2ccc3[nH]c(=O)[nH]c3c2)n1
  4% | -6% | -16 | 420%[activator] | 3% | -1% | -0.1 | 0 | -3%
6: CCOC(=O)c1sc(NC(=O)CN2C(=O)C3CC=CCC3C2=O)nc1C (stereo not given)
  0% | -4% | -15 | -10% | -3% | 4% | -0.3 | -10 | -3%
7: NS(=O)(=O)c1ccc(N2CCOCC2)c(C(=O)NCc2cccs2)c1
  -1% | -4% | · | 12% | 1% | -8% | · | -1 | -4%
8: CCOc1ccc(-n2c(SCC(=O)OC)nc3sc4c(c3c2=O)CCN(C)C4)cc1
  -8% | 23% | 26 | -12% | -1% | 36% | -0.6 | -6 | -2%
9: COc1ccc(CCNC(=O)Nc2nnc([C@@H]3C[C@H](O)[C@@H](CO)O3)s2)cc1OC
  0% | · | · | 3% | · | · | · | -5 | -7%
10: CCOC(=O)Cc1csc(NC(=O)Cc2cccs2)n1
  1% | -3% | -1 | -22% | -3% | 15% | 2.4 | 0 | 6%
11: CN1C(=O)NC(NC(=O)c2ccco2)(C(F)(F)F)C1=O (stereo not given)
  0% | -14% | 4 | 2% | 3% | 4% | -1.2 | -5 | -2%
12: COc1ccc(N(C(C)=O)c2nc3ccccc3[nH]2)cc1
  0% | 11% | 7 | -11% | 1% | 14% | 0.7 | -4 | -1%
13: Cc1ccc(S(=O)(=O)N2CCCCC2C(=O)NCc2ccco2)cc1 (stereo not given)
  -5% | 5% | 2 | ? | 16% | -11% | -0.5 | 0 | -5%
14: Cc1c(Cl)cccc1Nc1nn2c(=O)c3ccc(C(=O)NCCc4ccccc4)cc3nc2s1
  2% | 0% | · | -4% | -13% | 30% | -0.2 | -1 | -4%
15: O=C(Cn1c(=O)n(CC(=O)N2CCCCC2)c(=O)c2sccc21)NCc1ccccc1
  3% | 3% | -11 | 17% | -4% | 19% | 1.0 | -1 | -4%
16: Cc1nnc(SCC(=O)c2c(N)n(Cc3ccccc3)c(=O)n(C)c2=O)n1C
  -4% | 11% | 3 | -1% | -20% | 25% | 1.1 | -7 | 4%
17: Cc1ccc(C(=O)N2CCC(n3nccc3NC(=O)C3CCOC3)CC2)cc1 (stereo not given)
  0% | -4% | -2 | -11% | 4% | 1% | 0.5 | -6 | 2%
18: COc1ccc(Nc2nnc(SC(C)C(=O)NC3CC3)s2)cc1 (stereo not given)
  2% | 0% | · | -11% | -5% | 10% | · | -1 | 3%
19: COc1ccc2c(c1)C(C)=CC(C)(C)N2S(=O)(=O)c1ccc(C)cc1
  -25% | -14% | -2 | -3% | -11% | ? | 0.8 | 2 | -3%
20: COCCn1c(CN2CCN(C)CC2)nc2c1c(=O)n(C)c(=O)n2C
  1% | 0% | -5 | -7% | -8% | 18% | 0.1 | -5 | -1%
21: COc1ccc(C2=NOC(C)(c3nnc(-c4ccccc4)o3)C2)cc1 (stereo not given)
  0% | -11% | · | 1% | -5% | -3% | · | 3 | -2%
22: Cc1onc(-c2c(F)cccc2Cl)c1C(=O)c1ccccc1
  -3% | -9% | -1 | 170%[activator] | -9% | 13% | 0.9 | -3 | 1%
23: COc1ccc(NC(=O)CN2C(=O)COc3ccc(C)cc32)c(OC)c1
  4% | -7% | -2 | 0% | 2% | 4% | 0.9 | -9 | -3%
24: O=C(CCNS(=O)(=O)c1ccc2c(c1)CCN2C(=O)C1CC1)Nc1ccc(F)cc1F
  -3% | ? | · | -17% | 3% | -22% | -0.3 | -4 | -2%
25: CCc1ccc(NCc2cc3ccc(OC)cc3n(CC(=O)Nc3ccc(C(C)C)cc3)c2=O)cc1
  -3% | -6% | · | -1% | -1% | 19% | 0.2 | 3 | -4%
26: COc1ccc(C2Nc3ccccc3C(=O)N2Cc2ccco2)cc1COc1ccc(F)cc1 (stereo not given)
  -1% | 1% | 5 | -4% | -21% | -6%[11.4 µM] | 0.0 | -1 | 0%
27: COc1ccc(-c2ccccc2[C@H]2[C@@H]3C=CC[C@@H](C)[C@@H]3C(=O)N2Cc2ccccc2)cc1
  -6% | 1% | · | -5% | -1% | 6% | · | 3 | -1%&0%
28: CCOc1ccccc1NC(=O)COc1coc(CN2CCc3ccccc32)cc1=O
  -7% | 5% | 1 | -15% | -1% | -1% | 0.3 | -2 | -3%
29: Cc1cc(C)nc(N2CCC(C(=O)NCCc3ccc(Cl)cc3)CC2)n1
  2% | 7% | · | -6% | 0% | 21% | · | -3 | -4%
30: NNC(=O)c1ccc(COc2ccc3c(c2)CCC3)o1
  4% | 2% | -16 | 22% | 0% | -11% | 0.9 | -5 | 1%
31: N#CCCn1cc(/C=N/NC(=O)c2ccncc2)c(-c2ccc(F)cc2)n1
  -8% | 3% | 4 | 0% | 0% | 7%[11.4 µM] | 0.3 | -3 | -2%
32: CCOC(=O)Cn1c(=O)c2c(nc3n2CCCN3CCc2ccccc2)n(C)c1=O
  5% | 6% | -10 | 0% | 8% | 6% | 0.0 | -2 | -3%
33: Cc1cccc2cc(C#N)c(SCC(=O)Nc3ccccc3N3CCOCC3)nc12
  -11% | 4% | -9 | 0% | -12% | -9% | 2.4 | 2 | -6%
34: O=C(c1ccc(C#CC2(O)CCCCC2)cc1)N1CCOCC1
  1% | 1% | 2 | -19% | -23% | -3% | 0.6 | -4 | -3%
35: COc1ccc2c(c1)c1nc3n(c(=O)c1n2CC(=O)Nc1ccccc1)CCCS3
  0% | -1% | 27 | ? | 1% | 27% | -0.5 | -13 | -5%
36: N/C(=N\OC(=O)COc1ccc(Cl)cc1)c1cccnc1
  1% | -3% | 2 | ? | -17% | 12% | -1.8 | -7 | 1%
37: COc1ccc(CNC(=O)CN(c2ccc(OC)cc2)S(=O)(=O)c2c(C)[nH]c(=O)[nH]c2=O)cc1
  0%&2% | -6%&-5% | 1 | -2%&-7% | -6%&3% | -3%&5% | 0.0 | -1&1 | -5%&0%
38: COC(=O)[C@]1(C)N[C@H](CN(C)C(=O)c2ccc(C(C)(C)C)cc2)[C@@H]2C(=O)N(C)C(=O)[C@@H]21
  0% | 13% | · | ? | -3% | -1% | · | -5 | -3%
39: Nn1c(COc2ccccc2F)nnc1SCC(=O)NC1CCS(=O)(=O)C1 (stereo not given)
  1% | 1% | 10 | ? | 1% | 1% | 0.9 | -4 | -3%
40: Cc1ccc(OCC(=O)Nc2ccc(S(=O)(=O)N3CCCC3)cc2)cc1
  2% | 2% | -2 | -2% | 7% | -34% | -1.4 | -4 | -3%
41: Cc1cc(C(=O)CN2C(=O)C(=O)N(C)C2=O)c(C)n1-c1cccc(S(=O)(=O)N2CCOCC2)c1
  2% | 3% | 7 | 14% | 5% | 48% | -2.5 | -7 | 0%
42: CCCCn1c(CN2CCN(c3cccc(Cl)c3)CC2)nc2c1c(=O)[nH]c(=O)n2C
  ? | -4% | 13 | -11% | -15% | 10% | 1.7 | 2 | -4%
43: CCOC(=O)C1CCN(C(=O)c2ccc3c(c2)S(=O)(=O)c2ccccc2C3=O)CC1
  -4% | 0% | -19 | -7% | ? | -9% | -1.0 | -7 | 1%
44: Cc1cc(C)cc(N(CCC#N)C(=O)CSc2nc3ccccc3c(=O)[nH]2)c1
  -4% | 5% | · | -7% | -14% | 8% | · | -7 | -1%
45: O=C(CCCC(=O)Nc1ccccc1Br)N/N=C/c1c(F)cccc1Cl
  1% | -4% | 5 | -19% | -18% | 2% | -0.6 | -12 | -2%
46: COc1ccccc1-c1nn(-c2ccccc2)cc1C(=O)N1CCc2ccccc2C1
  2% | -6% | -2 | -17% | 8% | 1% | 0.5 | -1 | -4%
47: ClCC1CSC(=NC23CC4CC(CC(C4)C2)C3)O1 (stereo not given)
  -8% | 9% | -1 | 5% | 8% | 18% | 1.0 | -6 | -1%
48: COc1ccc(C(=O)NCCn2cc(SCC(=O)NCCc3ccc(OC)c(OC)c3)c3ccccc32)cc1
  -2% | ? | · | -10% | 0% | -7% | -0.2 | 0 | -1%
49: Nc1nonc1-n1nnc(C(=O)N/N=C/c2ccc3c(c2)OCO3)c1-c1ccccc1
  0% | -7% | 39* | 5% | 7% | -19% | 16 | -5 | -5%
50: Clc1ccccc1COc1ccccc1-c1nnco1
  7% | -2% | -10 | -11% | 1% | -16% | -0.7 | -8 | -3%
